Sm TGR inh = S. mansoni TGR enzyme inhibition | Q962Y6 | purified TGR, DTNB reduction, TNB absorbance 405 nm | Potency, µM (doses to about 114 µM), for inactives: top-dose activity change, negative = inhibition, hits mostly inhibitors | 360,000 compounds, 3% hits | AID 485364; further: potency means the concentration at half of the fitted maximal effect; nearly all actives have a fitted effect of over 60% in size
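First, TGR (20 nM dispensed) and NADPH were mixed with compound. Second, a 15 min room-temperature incubation followed. Third, further NADPH and then DTNB were added to start the reaction. Finally, TNB absorbance was monitored kinetically.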
AmpC inh no detg = inhibitors of E. coli AmpC beta-lactamase without detergent. P00811. AmpC nitrocefin hydrolysis, absorbance 480 nm, 0.0001% Triton. Potency, µM (series often up to 57.1 µM), without a hit: at the top dose activity change, negative = inhibition, usual class: inhibitors. 330,000 compounds, 0.52% hits. AID 485341;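 further: potency means the concentration at half of the fitted maximal effect; plate controls were no compound for no effect and no enzyme for full effect; nearly all actives have a fitted effect of over 20% in size; some results filed as inactive show a strong effect at the top dose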
Target sequence (P00811 whole entry, looked up): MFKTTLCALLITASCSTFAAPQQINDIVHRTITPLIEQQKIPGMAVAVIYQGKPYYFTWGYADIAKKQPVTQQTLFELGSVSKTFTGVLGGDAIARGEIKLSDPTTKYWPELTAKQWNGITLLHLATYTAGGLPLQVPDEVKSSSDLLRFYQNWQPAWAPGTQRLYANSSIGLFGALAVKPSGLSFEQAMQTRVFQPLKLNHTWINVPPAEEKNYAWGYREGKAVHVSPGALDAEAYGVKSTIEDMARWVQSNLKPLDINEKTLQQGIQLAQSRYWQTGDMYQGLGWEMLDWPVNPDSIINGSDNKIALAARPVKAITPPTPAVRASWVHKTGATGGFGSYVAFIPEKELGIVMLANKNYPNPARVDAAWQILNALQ
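AmpC (5.3 nM in the dispensed reagent) in 20 mM phosphate pH 7.0 with 0.01% (detergent screen) or 0.0001% Triton X-100 was preincubated with compounds for 15 min at room temperature. Nitrocefin was then added from an 800 uM solution, and hydrolysis was followed at 480 nm.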
HCMV antiviral = inhibitors of human cytomegalovirus; 410,000 compounds, 4.5% hits; HFF cells, HCMV-luciferase reporter, 72 h; hits give low values; activity change, negative = inhibition, % at 57.5 µM; in the data active means activity change below about -60%; inconclusive means no clear call, values can overlap the other calls; inactive means above about -39%
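Screen run at 2 compound doses on HFFs infected with reporter HCMV, MOI 1 PFU/cell. Luciferase activity from cell lysates at 72 h post infection gave inhibition relative to buffer-only and Salinomycin wells.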
Tb PYK inh = blocks Trypanosoma brucei pyruvate kinase | Q57TT1 | TbPYK enzyme, Kinase-Glo Plus ATP luminescence, 45 min | Potency, µM (top dose mostly 76.8 µM), for inactives: top-dose activity, negative = inhibition, hits mostly inhibitors | 410,000 compounds, 0.12% hits | AID 624173; further: potency means the concentration at half of the fitted maximal effect; nearly all actives have a fitted effect of over 50% in size
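ADP (130 uM final) triggers the TbPYK reaction after compound addition; incubation is 45 min at room temperature. Kinase-Glo Plus is then added and luminescence imaged. Normalized data are fitted to concentration-effect curves.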
AmpC detergent = blocks E. coli AmpC beta-lactamase in detergent assay | AmpC hydrolysis of nitrocefin, absorbance 480 nm, 0.01% Triton | Potency, µM (top dose mostly 114 µM), inactives show at the top dose activity change, negative = inhibition, hits mostly inhibitors | 370,000 compounds, 0.041% hits | AID 485294 | P00811;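 further: potency means the concentration at half of the fitted maximal effect; 0% = no-compound wells and -100% = no-enzyme wells; nearly all actives have a fitted effect of over 25% in size; some results filed as inactive show a strong effect at the top dose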
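20 mM phosphate pH 7.0 + 0.01% (detergent screen) or 0.0001% Triton X-100; 5.3 nM AmpC reagent; cpd preinc 15 min RT; nitrocefin (800 uM stock) to start; A480 q20 s × 4 min; Activity was normalised to no-enzyme and no-compound control wells.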
LmPK inh = blocks Leishmania mexicana pyruvate kinase activity. Q27686. purified LmPK, Kinase-Glo ATP luminescence, 1 h. Potency, µM (series often up to 57.5 µM), without a hit: at the top dose activity change, negative = inhibition, usual class: inhibitors. 290,000 compounds, 0.37% hits. AID 1721; further: potency means the concentration at half of the fitted maximal effect
Target sequence (Q27686 whole entry, looked up): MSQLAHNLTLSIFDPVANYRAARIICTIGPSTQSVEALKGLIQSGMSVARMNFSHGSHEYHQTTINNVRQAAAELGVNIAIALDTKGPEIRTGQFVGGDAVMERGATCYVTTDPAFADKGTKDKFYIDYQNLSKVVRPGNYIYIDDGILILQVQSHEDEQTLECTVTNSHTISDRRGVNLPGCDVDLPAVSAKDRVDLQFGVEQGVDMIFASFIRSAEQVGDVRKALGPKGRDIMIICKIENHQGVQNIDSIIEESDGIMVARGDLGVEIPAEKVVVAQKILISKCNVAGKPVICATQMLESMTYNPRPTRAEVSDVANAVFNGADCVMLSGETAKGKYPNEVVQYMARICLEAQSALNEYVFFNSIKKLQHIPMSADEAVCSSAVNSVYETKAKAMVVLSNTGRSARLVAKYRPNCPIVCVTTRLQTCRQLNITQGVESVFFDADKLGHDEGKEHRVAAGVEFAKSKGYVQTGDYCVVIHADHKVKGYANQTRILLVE
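Kinase-Glo luminescence read after 1 h RT reaction of 0.1 nM LmPK with 0.5 mM PEP and 0.1 mM ADP. Activity scaled between uninhibited and enzyme-free controls.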
AMA1 RON2 block = AMA1-RON2 (P. falciparum) interaction inhibition; AlphaScreen AMA1-biotinylated RON2 peptide binding; Potency, µM (highest dose often 58.2 µM), for inactives: at the highest dose activity change, negative = inhibition, most hits filed as inhibitors; 360,000 compounds, 0.2% hits; AID 720542;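 further: potency means the concentration at half of the fitted maximal effect; 0% = vehicle wells and -100% = peptide control; nearly all actives have a fitted effect of over 45% in size; some results filed as inactive show a strong effect at the top dose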
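AMA1 (3D7) with his tag at 25 nM final met compounds first, then biotinylated RON2 peptide at 25 nM; detection used donor plus acceptor beads, 10 µg/mL apiece, read by AlphaScreen after 30 min at room temperature.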
Numbers without * were called inactive; u = inconclusive; x = no result given; [ ] = remark or other dose. Unless noted, the call rests on the fitted dose curve; in most records, active means well fitted curve in the direction sought with a large enough effect; inconclusive means small, poorly fitted or top-dose-only effect, or another doubt; inactive means no such curve, though single readings can be large; an effect the other way counts as inactive or inconclusive. Unless noted, on the % scale 0 is the no-effect control and ±100 the full control effect.

SMILES	Sm TGR inh	AmpC inh no detg	HCMV antiviral	Tb PYK inh	AmpC detergent	LmPK inh	AMA1 RON2 block
C[C@@H](C(=O)N[C@H](C(=O)O)c1ccccc1)n1nnc2ccccc2c1=O	1%	-24%	2	-9%	11%	-4%	0%
Cc1ccc(NS(=O)(=O)c2ccc(OCC(=O)N3CCOCC3)cc2)cc1	0%	6%	-13	0%	2%	10%	-1%
Cc1ccccc1Cn1c(C)nc2ccc([N+](=O)[O-])cc2c1=O	17%	-1%	-7	-9%	2%	8%	-2%
CCOc1cccc(=O)c2c(C)n(CC3CCCO3)c(C)c12 (stereo not given)	u	19%	-1	-1%	u	-1%	-28%
CCOc1ccccc1C(=O)N1CCN(c2ccc(C(F)(F)F)cn2)CC1	-6%	-15%[11.4 µM]	u	4%	-10%	3%	3%
CCc1nc2c(OCc3cc(Cl)cc(Cl)c3)cccn2c1N(C=O)Cc1ccccc1	x	x	-7	3%	x	x	-22%
COc1ccc(C(=O)NCCc2nnc(SCC(=O)Nc3ccccc3F)n2C)cc1	-5%	-24%	15	-12%	1%	0%	-6%
Cc1ccc(C)n1-c1ccc(N2CCOCC2)cc1	24%	65%[activator]	-73*	-7%	-7%	5%	-25%
CCN1CCN(CC(O)COc2ccc3c(C)cc(=O)oc3c2)CC1 (stereo not given)	-5%	-25%	24	-2%	-7%	-1%	1%
CC(Oc1cccc2ccccc12)C(=O)N/N=C/c1cccnc1 (stereo not given)	-12%	24%	-9	6%	-9%	1%	0%
COc1cc(-c2cc(N)n(S(=O)(=O)c3ccccc3)n2)cc(OC)c1OC	-7%	1%	157	0%	-15%	11%	-4%
Cc1cc(NC(=O)c2ccc(S(=O)(=O)N3CCOCC3)cc2)no1	2%	-21%	-37	5%	3%	7%	0%
C=CCN1C(=O)/C(=C/c2ccc(N3CCOCC3)o2)C(=O)NC1=S	u	-21%	4	-14%	8%	-7%	-7%
COc1cc2[nH]c(=S)nc(NC3CCCCCC3)c2cc1OC	1%	-22%	-74*	-6%	0%	7%	20%
Cc1cccc(C(O)(C(=O)NNc2ccc3ccccc3n2)c2cccc(C)c2)c1	4%	-30%	-8	-7%	-9%	-2%	53%[activator]
CCOc1cc2[nH]c(=O)n(CCCN3CCCC3=O)c(=O)c2cc1OCC	-22%	-8%	44	1%	1%	-5%	-5%
O=C(Cn1ncc2c(=O)oc3ccccc3c21)N1CCCc2ccccc21	-8%	-14%	20	0%	-7%	1%	1%
Cn1c(N)c(C(=O)COC(=O)c2ccccc2NCc2ccco2)c(=O)n(C)c1=O	u	-16%[11.4 µM]	7	-1%	-6%	3%	6%
CC(C)C(C(=O)Nc1ccc2c(c1)OCCO2)N1C(=O)c2ccccc2C1=O (stereo not given)	4%	-8%	4	5%	u	5%	-6%
Cc1cc(C)c(S(=O)(=O)N2CCOCC2)cc1C	-19%	0%[2.29 µM]	3	-22%	0%	1%	2%
CC(=O)c1c(COC(=O)c2ccc(Cl)cc2)nc2ccccc2[n+]1[O-]	7%	-8%	8	-1%	-5%	4%	4%
CCN(CC)Cc1c(C(=O)N/N=C/c2ccc(C)o2)nnn1-c1nonc1N	3%	-4%	10	-3%	-11%	2%	54%[activator]
O=C(CN1CCN(Cc2ccc(F)cc2)C1=O)NC1CCCC1	0%	-15%	7	0%	-11%	4%	-6%
CCC(=O)N=c1n(C)c2ccccc2n1CCOc1ccccc1	-1%	9%	-34	-5%	u	0%	-3%
O=C(c1ccc(F)cc1F)N1CCC(c2noc(-c3ccc(S(=O)(=O)N4CCCC4)cc3)n2)CC1	2%	x	-1	3%	28%	x	x
(more compounds)
SMILES	Sm TGR inh	AmpC inh no detg	HCMV antiviral	Tb PYK inh	AmpC detergent	LmPK inh	AMA1 RON2 block
COc1cccc(OCC(O)CN2CCC(CN3C(=O)c4cccc5cccc(c45)C3=O)CC2)c1 (stereo not given)	-6%	71%[activator]	-65*	0%	1%	15%	u
CCc1nn2c(=O)cc(COC(=O)C(CC)c3ccccc3)nc2s1 (stereo not given)	0%	x	-14	-1%	23%	x	x
Cc1ccc(NS(=O)(=O)c2c(C)nc3sc(C)c(C)n3c2=O)cc1F	1%	x	-26	2%	0%	x	x
C/C=C/c1ccc(OCC(=O)Nc2cc(C(F)(F)F)ccc2N2CCOCC2)c(OC)c1	7%	-18%	21	4%	-4%	-1%	7%
CCCOc1ccc(Cl)cc1CNc1ccccc1	10%	-32%	-7	-9%	7%	0%	32%[activator]
CC(=O)c1ccc(NC(=O)Cn2cnc(S(=O)(=O)N3CCc4ccccc43)c2)cc1	-1%	-21%	-18	2%	-2%	0%	0%
CCOc1ccc(CC(=O)Nc2nccs2)cc1OCC	0%	-55%	-22	0%	-3%	4%	-10%
CCOC(=O)Cn1c2ccccc2c2nc3ccccc3nc21	3%	-25%	37	-6%	-4%	1%	3%
CCCCn1c(N)c(N(CCOC)C(=O)CN(C)S(=O)(=O)c2ccc(F)cc2)c(=O)[nH]c1=O	-1%	-7%	-33	-4%	u	x	-1%
COC(=O)c1ccccc1NC(=O)CSc1nnc(COc2cccc(OC)c2)n1C	-3%	56%	-9	15%	u	8%	-1%
Cc1onc(-c2ccccc2Cl)c1C(=O)Oc1cccc2cccnc12	3%	20%	6	4%	u	-1%	108%[activator]
O=C(Nc1cc(C(F)(F)F)ccc1N1CCOCC1)c1cncc(Br)c1	0%	42%	3	4%	u	-1%	-4%
O=C(CN(C(=O)CNC(=O)c1ccco1)c1ccc(F)c(Cl)c1)NC1CCCCC1	-6%	18%	-23	4%	2%	1%	-5%
O=C(CSc1n[nH]c(-c2ccc(F)cc2)n1)N1CCN(c2ccc(F)cc2)CC1	6%	x	-19	-8%	22%	x	x
C=CS(=O)(=O)N(Cc1ccccc1Br)[C@H](CO)CC(C)C	x	x	-40	0%	x	x	-4%
Cc1ccc(C)c(N2CCN(C(=O)c3csc(C)c3C)CC2)c1	-3%	-4%	-29	-10%	-5%	2%	8%[11.6 µM]
CCCCC(=O)Nc1ccc(S(=O)(=O)N2CCCCC2c2cccnc2)cc1 (stereo not given)	6%	-19%	u	4%	0%	-6%	-5%
CC(C)N(Cc1ccccc1)C(=O)CC(=O)N(Cc1ccccc1)C(C)C	10%	33%	-22	0%	1%	-2%	-8%
CCc1ccc(CNC(=O)CCS(=O)(=O)Cc2ccc(C)cc2)cc1	2%	-1%	0	0%	1%	-4%	3%
Cc1c(/C(O)=C2/C(=O)C(=O)N(Cc3cccnc3)C2c2cccs2)cnn1-c1ccccc1 (stereo not given)	-7%	-18%	-38	1%	0%	0%	11%
COc1ccc(C(=O)Nc2nnc(C)s2)cc1	-7%	x	87	-9%	1%	x	x
CC(=O)Nc1cc(-c2ccc(N3CCN(C)CC3)cc2)cn2c(-c3cccc(C(=O)N(C)C)c3)cnc12	x	x	9	-10%	x	x	-11%
CCc1ccc2c(c1)NC(c1cccs1)=NC(c1ccc(F)cc1)=N2	7%	x	44	1%	21%	x	x
O=C(OCc1ccc(Cl)cc1)c1cccnc1Cl	0%	-25%	u	4%	0%	-4%	8%
Cc1ccc(S(=O)(=O)CCC(=O)Nc2ccc3c(c2)OCO3)cc1	-2%	-18%	-6	2%	-13%	3%	-7%
NC(=O)COC(=O)CSc1cccc2cccc(Cl)c12	-11%	-11%	43	0%	5%	1%	-14%
O=C(CN1C(=O)C2CC=CCC2C1=O)Nc1ccc(OC(F)(F)F)cc1 (stereo not given)	-1%	-6%	0	2%	-17%	x	-5%

A section of the results above:
SMILES	Sm TGR inh	AmpC inh no detg	HCMV antiviral	Tb PYK inh	AmpC detergent	LmPK inh	AMA1 RON2 block
Cc1onc(-c2ccccc2Cl)c1C(=O)Oc1cccc2cccnc12	3%	20%	6	4%	u	-1%	108%[activator]
O=C(Nc1cc(C(F)(F)F)ccc1N1CCOCC1)c1cncc(Br)c1	0%	42%	3	4%	u	-1%	-4%
O=C(CN(C(=O)CNC(=O)c1ccco1)c1ccc(F)c(Cl)c1)NC1CCCCC1	-6%	18%	-23	4%	2%	1%	-5%
O=C(CSc1n[nH]c(-c2ccc(F)cc2)n1)N1CCN(c2ccc(F)cc2)CC1	6%	x	-19	-8%	22%	x	x
C=CS(=O)(=O)N(Cc1ccccc1Br)[C@H](CO)CC(C)C	x	x	-40	0%	x	x	-4%

Just Sm TGR inh and HCMV antiviral (four entries from above):
canonical_smiles,Sm TGR inh,HCMV antiviral
CCOC(=O)Cn1c2ccccc2c2nc3ccccc3nc21,3%,37
CCCCn1c(N)c(N(CCOC)C(=O)CN(C)S(=O)(=O)c2ccc(F)cc2)c(=O)[nH]c1=O,-1%,-33
COC(=O)c1ccccc1NC(=O)CSc1nnc(COc2cccc(OC)c2)n1C,-3%,-9
Cc1onc(-c2ccccc2Cl)c1C(=O)Oc1cccc2cccnc12,3%,6

Compound activity (PubChem BioAssay)
